TDP1 cell CPT: growth inhibition of DT40 Tdp1-/-;hTDP1 cells with camptothecin (screen for TDP1 inhibitors); chicken DT40 Tdp1-/-;hTDP1 cells + 20 nM CPT, ATP luminescence, 48 h; Potency, µM (doses to about 46.2 µM), for inactives: top-dose activity change, negative = growth inhibition, actives largely listed as inhibitors; 420,000 tested, 12% active; AID 686979; further: nearly all actives have a fitted effect of over 55% in size
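Cell growth measured by CellTiter-Glo luminescence after a minimum 48 h, 37 C compound exposure with 20 nM CPT in Tdp1-knockout DT40 cells stably expressing hTDP1, seeded 400/well; qHTS titration format.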
TDP1 cell noCPT: qHTS for Inhibitors of human tyrosyl-DNA phosphodiesterase 1 (TDP1): qHTS in cells in absence of CPT; DT40 Tdp1-/- hTDP1 cells, no CPT, ATP luminescence, 48 h; Potency, µM (top dose mostly 46.2 µM), for inactives: at the top dose activity change, negative = growth inhibition, actives largely listed as inhibitors; 420,000 tested, 15% active; further: nearly all actives have a fitted effect of over 55% in size
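Stably hTDP1-transfected Tdp1-null chicken DT40 cells were treated with library compounds minus camptothecin and grown for at least 48 hr at 37 °C, after which cellular ATP was quantified by luminescence.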
TDP1 inh: blocks human tyrosyl-DNA phosphodiesterase 1; Q9NUW8; recombinant TDP1, AlphaScreen DNA substrate cleavage; Potency, µM (doses to about 130 µM), without a hit: at the highest dose activity change, negative = inhibition, usual class: inhibitors; 350,000 tested, 0.28% active; further: nearly all actives have a fitted effect of over 40% in size
Target sequence (Q9NUW8 whole entry, looked up): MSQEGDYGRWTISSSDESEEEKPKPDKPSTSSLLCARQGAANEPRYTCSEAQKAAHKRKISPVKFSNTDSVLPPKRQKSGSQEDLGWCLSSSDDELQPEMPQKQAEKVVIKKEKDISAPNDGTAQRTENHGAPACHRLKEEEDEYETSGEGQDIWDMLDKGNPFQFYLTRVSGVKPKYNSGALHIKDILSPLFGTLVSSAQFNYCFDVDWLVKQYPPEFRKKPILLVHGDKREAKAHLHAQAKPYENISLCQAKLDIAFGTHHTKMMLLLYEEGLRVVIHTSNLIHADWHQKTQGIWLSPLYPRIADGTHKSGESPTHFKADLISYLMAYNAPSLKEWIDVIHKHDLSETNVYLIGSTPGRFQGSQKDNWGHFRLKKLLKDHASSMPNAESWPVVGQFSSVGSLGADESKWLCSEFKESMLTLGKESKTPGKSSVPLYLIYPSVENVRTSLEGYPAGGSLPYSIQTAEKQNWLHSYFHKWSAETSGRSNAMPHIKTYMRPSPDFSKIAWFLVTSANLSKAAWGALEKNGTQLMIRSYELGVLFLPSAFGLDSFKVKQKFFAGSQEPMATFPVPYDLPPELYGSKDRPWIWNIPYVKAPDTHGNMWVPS
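Here, a 5' biotin and 3' phosphotyrosine-FITC DNA oligonucleotide reports Tdp1 activity: intact substrate bridges AlphaScreen beads, while cleavage leaves a 3' phosphate and drops signal. All incubations at room temperature.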
Starred values were filed as active, the others as inactive; ? = inconclusive; nt = not tested or not shown; & = joins results of further samples; ! = repeats disagree; [ ] = remark or other dose. The call rests on the fitted dose curve; in most records, active means well fitted curve in the direction sought with a large enough effect; inconclusive means small, poorly fitted or top-dose-only effect, or another doubt; inactive means no such curve, though single readings can be large; an effect the other way counts as inactive or inconclusive. On the % scale 0 is the no-effect control and ±100 the full control effect; potency means the concentration at half of the fitted maximal effect. No enrichment for hits; 18% or so of the library scored in one or more.

Sample of the layout, 5 compounds:
Order of results – TDP1 cell CPT | TDP1 cell noCPT | TDP1 inh
> Cc1c(NC(=S)NC(=O)c2ccc(COc3ccccc3)cc2)cccc1C(=O)O
    -2% | -4% | nt
> O=C(NCc1nnc2n1CCN(Cc1cc(F)cc(F)c1)CC2)c1cccc(F)c1
    4.1µM* | 4.6µM* | nt
> COCCCNC(=S)NNC(=O)c1cc(-c2ccncc2)nc2ccccc12
    -1% | -30% | 4%[56.1 µM]
> O=C(NCc1cccc(Cl)c1)c1cccc(S(=O)(=O)N2CCCC2)c1
    -21% | -20% | -5%
> CCN(CC)CCn1c2c(c(SCC(=O)Nc3ccc4c(c3)OCO4)nc1=O)CCC2
    -17% | ? | nt

Main list (from the top)
Order of results – TDP1 cell CPT | TDP1 cell noCPT | TDP1 inh
> Cc1c(NC(=S)NC(=O)c2ccc(COc3ccccc3)cc2)cccc1C(=O)O
    -2% | -4% | nt
> O=C(NCc1nnc2n1CCN(Cc1cc(F)cc(F)c1)CC2)c1cccc(F)c1
    4.1µM* | 4.6µM* | nt
> COCCCNC(=S)NNC(=O)c1cc(-c2ccncc2)nc2ccccc12
    -1% | -30% | 4%[56.1 µM]
> O=C(NCc1cccc(Cl)c1)c1cccc(S(=O)(=O)N2CCCC2)c1
    -21% | -20% | -5%
> CCN(CC)CCn1c2c(c(SCC(=O)Nc3ccc4c(c3)OCO4)nc1=O)CCC2
    -17% | ? | nt
> OC(c1cc(F)cc(Cl)c1)c1ncc(-c2ccccc2Cl)[nH]1 (stereo not given)
    ? | ? | nt
> COc1cc(/C=C/C(=O)OCC(=O)N2CCCCCC2)cc(OC)c1OC
    -13% | ? | nt
> CS(=O)(=O)N1CCC[C@@]2(CCN(c3ccccn3)C2)C1
    -6% | -11% | nt
> Cc1cnc(C(=O)OCC(=O)Nc2ccccc2-c2ccccc2)cn1
    -21% | -9% | 3%
> CCc1nnc(NC(=O)CCNC(=O)c2ccccc2Cl)s1
    12% | 0% | -3%
> O=[N+]([O-])c1ccccc1N=Nc1ccc(O)cc1
    8% | -12% | nt
> COc1ccc(CCNC(=O)c2cc(-c3ccc(Cl)c(Cl)c3)oc2C)cc1
    ? | ? | 4%
> Cc1cc(C)c2c(=O)[nH]n(C3CCCCCC3)c2n1
    -7% | -1% | 0%
> Cc1c(OC(C)C(=O)NCC2CCC(C(=O)O)CC2)ccc2c1oc(=O)c1ccccc12 (stereo not given)
    -15% | -23% | nt
> CC(=O)OC[C@H]1O[C@@H](Sc2cccc3cccnc23)[C@H](OC(C)=O)[C@@H](OC(C)=O)[C@H]1OC(C)=O
    18µM* | -86% | 5%
> O=C1N(c2ccccc2)C(=Nc2ccccc2)SC12CC2
    -10% | ? | nt
> CC1Cc2ccccc2N1C(=O)CSc1nnc(Cc2ccccc2)n1CCc1ccccc1 (stereo not given)
    ? | 23µM* | 8%
> CCCc1noc(-c2ccc(NCc3ccccc3OC)c([N+](=O)[O-])c2)n1
    10µM* | 7.3µM* | 9%
> O=C(Cc1ccccc1)NC1CCN(S(=O)(=O)c2ccc(C(=O)O)cc2)CC1
    -15% | 16% | -5%
> CN(C)CC(C)(C)CNS(=O)(=O)c1cccc2nsnc12
    -12% | -20% | -5%
> CC(C)(O)[C@H](O)COc1c2occc2cc2ccc(=O)oc12
    6% | -1% | 3%
> COC(=O)[C@]1(C)N[C@H](CN(C)C(=O)c2ccc(C)cc2)[C@@H]2C(=O)N(Cc3ccccc3)C(=O)[C@@H]21
    3% | -5% | 0%
> CC(=O)c1c(C(C)=O)c(C)n(NC(=O)c2ccncc2)c1C
    0% | -14% | 0%
> COc1ccc(C#Cc2ccc3c(=O)c4ccccc4n(C)c3c2)cc1
    ? | 18µM* | nt
> COc1cc(C(=O)NCCCNc2ccc([N+](=O)[O-])cc2)cc(OC)c1OC
    ? | ? | 8%
> CN1CCN(c2nc(-c3cccnc3)nc3ccccc23)CC1
    2%&-23% | -23%&-30% | 6%
> CC(O)[C@H]1CNC(=O)C(=O)N1CC1(c2ccccc2)CC1 (stereo not given in full)
    3% | 12% | -1%
> NCC(O)(c1ccc(Cl)cc1)c1ccc(Cl)cc1
    16µM* | 10µM* | 0%
> N#CCN1CCN(CC(=O)c2ccc(Br)cc2)CC1
    -15% | -4% | nt
> CCCSc1nsc(NC(=O)CC)n1
    -13% | ? | 0%
> CN1CCN(c2nnc(-c3ccc(F)cc3)c3ccccc23)CC1
    -1% | 1% | 13%
> COc1cccc(-c2cn3c(n2)sc2cc(C(=O)NCc4cccs4)ccc23)c1
    13µM* | 6.5µM* | -3%
> CCOC(=O)c1sc(NC(=O)C(CC)Sc2nccn2C)nc1C (stereo not given)
    -15% | -23% | 4%
> O=C(NCCC1=CCCCC1)c1ccc2c(=O)n3c(nc2c1)CCCCC3
    ? | ? | 5%
> CCN(CC)S(=O)(=O)c1ccc2oc(C(=O)NCc3ccc(F)cc3)c(C)c2c1
    13µM* | 13µM* | 0%
> CCNC(=O)C/C(C)=N/NC(=O)C(=O)Nc1ccc(CC)cc1
    0% | -15% | 5%
> CS(=O)(=O)c1ccc2nc(NC(=O)c3ccco3)sc2c1
    ? | ? | 0%
> Cc1ccc(/C=C/C(=O)O)cc1S(=O)(=O)N1CCc2ccccc2C1
    14% | 0% | 6%
> CNC(=O)c1ccccc1NC(=O)c1ccco1
    6% | ? | -4%
> COc1ccccc1NC(=O)C(Cc1ccccc1)NS(=O)(=O)c1ccc2c(c1)c(=O)n(C)c(=O)n2C (stereo not given)
    23µM* | ? | 2%
> COc1ccc(C(=O)C(C)OC(=O)c2sc(C)nc2C)cc1 (stereo not given)
    -1% | 4% | 0%
> COc1cccc(-n2nc(C#N)c(Cl)cc2=O)c1
    2.3µM* | 2.9µM* | 9%
> CCC(C)NC(=O)c1c(C)oc2ncn(CC(C)C)c(=O)c12 (stereo not given)
    -29% | ? | -2%
> CCOC(=O)C1=C(C)n2c(s/c(=C/c3cccc([N+](=O)[O-])c3)c2=O)=NC1c1ccc(O)c(OC)c1 (stereo not given)
    16µM* | 16µM* | 0%
> O=C(CSc1nnc(Cn2nnc3ccccc32)o1)N(Cc1ccc(Cl)cc1)c1ccccc1
    7.3µM* | 7.3µM* | 9%
> COC(=O)Cc1cccc2c(=O)c3ccccc3oc12
    4% | -21% | 4%
> CCCCc1ccc(NC(=O)CSc2nnc(CNC(=O)c3ccco3)o2)cc1
    -2% | 7% | 1%
> COc1ccc(S(=O)(=O)N2CCC(C(=O)NCCCn3ccnc3)CC2)cc1C
    2% | -12% | 10%
> O=C(O)c1sccc1OCc1ccccc1
    13% | 6% | 0%
> COc1cc(NC(C)CCCN)c2ncccc2c1 (stereo not given)
    ? | 7.2µM*! | 9%
> Cc1ccccc1C1CC(=O)Oc2cc(O)ccc21 (stereo not given)
    5% | -2% | 2%[56.1 µM]
> Cc1ccccc1NC(=O)Nc1nnc(Cc2ccc([N+](=O)[O-])cc2)s1
    -26% | -10% | 0%
> Cc1ccc(C)c(CNC(=O)c2cc3ccccn3n2)c1
    ? | ? | -3%
> Cc1cc(=O)[nH]c(SCC(=O)NCCOc2ccccc2)n1
    -5% | -3% | 0%
> CCOc1cc(C)ccc1OCc1nnc(SCC(=O)c2cccc([N+](=O)[O-])c2)n1C
    -30% | -15% | 5%
> COc1ccc(CSCCc2n[nH]c(=S)n2-c2ccccc2)cc1
    9% | ? | -3%
> O=c1c(C=Nc2cccc(C(F)(F)F)c2)c[nH]n1-c1cccc(Cl)n1
    ? | 2% | -14%
> Cc1cccnc1NC(=O)c1ccc(NS(=O)(=O)c2ccc3[nH]c(=O)[nH]c3c2)cc1
    21% | -1% | nt
> Oc1ccc(/C=N/n2c(-c3ccco3)csc2=Nc2cccnc2)c(O)c1
    12µM* | 15µM* | 7%
> CCOP(=O)(c1c(F)c(F)c(F)c(F)c1F)C(O)c1ccccc1 (stereo not given)
    -22% | -4% | 0%

The results go on.
Order of results – TDP1 cell CPT | TDP1 cell noCPT | TDP1 inh
> CCOCCCNS(=O)(=O)c1ccc(NC(=O)c2ccccc2)cc1
    ? | ? | 2%
> CCc1c(C(=O)N/N=C/c2ccc(OCc3ccc(F)cc3)c(OC)c2)nnn1-c1nonc1N
    23µM* | 5.8µM* | 0%
> CCOc1ccc(S(=O)(=O)N2CCCCC2)cc1NC(=O)C1COc2ccccc2O1 (stereo not given)
    ? | ? | 1%
> CC(=O)OCC1=C(C(=O)O)N2C(=O)C(NC(=O)Cn3nc(C(F)F)c(Cl)c3C)C2SC1 (stereo not given)
    1% | -3% | nt
> O=C([C@@H]1C[C@@H](Sc2nc3ccccc3[nH]2)CN1CC1CCCCC1)N1CCOCC1
    -4%[9.04 µM] | -16% | nt
> COc1ccc(N2CCN(C(=O)c3ccc4c(c3)OCO4)CC2)cc1
    -29% | -14% | 5%
> COc1ccc(OC)c(NC(=O)CSc2ccc3nnc(-c4cccnc4)n3n2)c1
    -13% | -23% | -1%
> Cc1ccccc1-c1cc(NCCN2CCOCC2)ncn1
    12% | 1% | nt
> COCCn1c(SCC(=O)NCC(c2ccccc2)N(C)C)nc2sc3c(c2c1=O)CCC3 (stereo not given)
    -6% | -18% | nt
> CCOC(=O)c1c(NC(=O)c2cc(-c3ccc(Br)cc3)on2)sc(C(C)=O)c1C
    8% | -1% | -5%
> COc1ccc(CNC(=O)c2[nH]c(C(F)(F)F)nc2-c2ccccc2)cc1
    -8% | ? | nt
> COc1ccccc1-c1nc(N2CCN(C)CC2)c2ccccc2n1
    8% | 8% | nt
> CC(C)N1CCCC(C)(C(=O)Nc2nc3ccccc3n2C)C1 (stereo not given)
    -3% | -4% | nt
> CCOc1ccc(CCN2C(=O)C(=O)N([C@@H](CC(C)C)CN3CCC[C@H]3CN3C(=O)C(=O)NC[C@@H]3Cc3ccc(O)cc3)C[C@@H]2Cc2ccccc2)cc1
    ? | 16µM* | nt
> Cc1ccc(-n2c(SCc3ccccc3F)nc3[nH]ncc3c2=O)cc1C
    ? | ? | 9%
> COc1cc(/C=C2\SC(=S)N(CC(=O)NC(C)(C)C)C2=O)cc(OC)c1OC
    ? | -28% | 8%
> Cc1ccccc1-c1noc(-c2ccc(N3CCC(C)CC3)c([N+](=O)[O-])c2)n1
    -25% | -12% | 3%
> Cn1c(C(=O)N2CCC(C(N)=O)CC2)cc2c(=O)n(C)c3ccccc3c21
    -5% | -19% | 2%
> CCOc1ccc(-c2cccc(NC(=O)c3ccco3)c2)nn1
    ? | 21µM* | 1%
> O=c1[nH]c(CSc2ncnc3sc(-c4ccccc4)cc23)nc2ccccc12
    16µM* | 13µM* | 6%
> O=C(CSc1ncnc2c1oc1ccccc12)NC1CCCC1
    -20% | -12% | -1%
> O=C(COC(=O)c1cc(=O)[nH]c2ccccc12)NC1CCCCCCC1
    -2% | -15% | 5%
> Cc1ccc(Cn2c(SCC(=O)Nc3cc(C)on3)nc3ccccc3c2=O)cc1
    ? | ? | 3%
> O=c1c2c(-c3cccs3)csc2ncn1-n1cccc1
    0% | -22% | 10%
> Cc1nc(-c2cccc(NC(=O)c3cccs3)c2)cs1
    -23% | ? | -6%[56.1 µM]
> O=C(NCc1ccco1)C1CCN(S(=O)(=O)N2CCOCC2)CC1
    -3% | -7% | -2%
> CCC1COCCS(=O)(=O)N1Cc1ccccc1F (stereo not given)
    -22%&-22% | -4%&-1% | nt
> CC1(C(=O)NCC2CC2)Cc2c(-c3ccc4c(c3)OCO4)ccnc2O1 (stereo not given)
    4.6µM* | 5.2µM* | nt
> O=C1C=C(N(CCO)Cc2ccccc2)c2ccccc2C1=O
    18µM* | 21µM* | 0%
> Cc1ccc(S(=O)(=O)NNC(=O)/C=C/c2cccc(F)c2)cc1
    ? | ? | nt
> COc1ccc(OC)c(NC(=O)CSc2nc(-c3ccccc3)cc(=O)[nH]2)c1
    -8% | ? | 4%
> CC1CCCCN1C(=O)CSc1nnc(-c2c[nH]c3ccccc23)o1 (stereo not given)
    ? | ? | 3%
> COc1ccc(OC)c(NC(=O)CSc2nnnn2C2CCCC2)c1
    10% | -11% | 0%
> Cc1ccc(-n2nc(C(=O)c3ccccc3)n3c(=O)cc(-c4ccccc4)nc23)cc1
    -7% | -25% | 5%
> CSc1nsc(SC)c1CO
    -5% | -2% | 9%
> Cn1c(=O)[nH]c(=O)c2c1nc(N1CCN(C(=O)c3ccco3)CC1)n2CCCSc1ncccn1
    -27% | -24% | nt
> O=C1C[C@@H]2c3c(cccc3CN1Cc1ccc(Cl)cc1)C[C@@H](O)[C@H]2O
    -3%&-22% | -18%&-16% | nt
> Cc1cn2c(-c3cccnc3)nnc2s1
    -10% | -1% | 0%

Screening data: PubChem, National Center for Advancing Translational Sciences (NCATS)
